Coupling enz = coupling enzyme interference in Giardia aldolase counter-screen | 0.67% of 290,000 active | activity change, negative = inhibition, % at 58.2 µM, hits read low | AID 2472 | coupling enzyme system counterscreen, AmpLite Red fluorescence; in the data active means activity change below about -30%
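First, compound is pin-transferred into glyceraldehyde-3-phosphate coupling-enzyme reagent at 57.5 uM final and held 10 min at RT. Next, substrate, coupling system and AmpLite Red are added. After 20 min RT, fluorescence (525/598 nm) is read.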
Giardia kill = Giardia lamblia killing | AID 540267 | 0.15% of 340,000 active | activity change, % at 7.66 µM, hits read low | Giardia lamblia trophozoite viability; in the data active means activity change below about -80%; inconclusive means between about -30% and that limit;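 further: parasites exposed to compound for two days anaerobically before the ATP read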
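Trophozoites 100 cells/well + cpd; 48 hrs, 37 deg C, anaerobic. ATPLite 1-Step added, 15-30 min RT, luminescence read (ATP-based viability).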
An asterisk follows results filed as active; ? = inconclusive; / = not tested or not shown. On the % scale 0 is the no-effect control and ±100 the full control effect. Only part of the results is shown; the hit share may differ from the screen's.

smiles: O=C(CNC(=O)c1ccccc1)OCC(=O)c1ccc2ccccc2c1
  Coupling enz: /; Giardia kill: 7
smiles: Cc1ccc(Cl)cc1N1CCN(CCCNC(=O)c2nnc(Cc3cccc(Cl)c3)o2)CC1
  Coupling enz: /; Giardia kill: -23
smiles: O=C(CCCl)Nc1cccc2cccnc12
  Coupling enz: /; Giardia kill: 3
smiles: CCCN1CNc2c(c(=O)[nH]c(=S)n2CCc2ccccc2C)C1
  Coupling enz: /; Giardia kill: 16
smiles: CCNC(=O)c1ccc2nc(-c3ccccc3)c(-c3ccccc3)nc2c1
  Coupling enz: /; Giardia kill: 0
smiles: O=C(CCBr)Nc1cccc2cccnc12
  Coupling enz: /; Giardia kill: -21
smiles: COC(=O)C1=C[C@@H](C(=O)OC)C2C3=C(C(=O)[C@@]2(C)NC(=O)c2ccccc2)[C@H](C)[C@@H]2C(=O)NC(=O)[C@@H]2[C@@H]3C1 (some centres undefined)
  Coupling enz: -1; Giardia kill: 16
smiles: CC(=O)c1ccc(-c2cccc(C3C4C=CCCC4(C)C(=O)N3Cc3ccccc3)c2)cc1 (centres undefined)
  Coupling enz: 1; Giardia kill: -29
smiles: CC1CC=CC2C1C(=O)N(Cc1ccccc1)C2c1ccc(-c2ccc(F)cc2)cc1F (centres undefined)
  Coupling enz: 2; Giardia kill: 7
smiles: COc1cc(OC)c2ccc(=O)oc2c1C(CC(=O)N1CCCCC1)c1ccc2c(c1)OCO2 (centres undefined)
  Coupling enz: 8; Giardia kill: 10
smiles: Cc1ccc(-c2cc(C3C4C=CCCC4(C)C(=O)N3Cc3ccccc3)ccc2F)cc1 (centres undefined)
  Coupling enz: -3; Giardia kill: -23
smiles: COc1ccc(SCC(Cc2ccccc2)N2CCN(CCc3ccccc3)CCC2=O)cc1 (centres undefined)
  Coupling enz: 0; Giardia kill: -10
smiles: COc1ccc(C2C3C=CCC(c4cccc(/C=C/c5ccccc5)c4)C3C(=O)N2Cc2ccccc2)cc1Cl (centres undefined)
  Coupling enz: 4; Giardia kill: -23
smiles: CC12CCC(/C(=N/O)C1=O)C2(C)C (centres undefined)
  Coupling enz: 2; Giardia kill: 7
smiles: COc1ccc(C2/C=C\CN(S(=O)(=O)c3ccc(C)cc3)C(C)C(=O)N2Cc2ccc(F)cc2)cc1 (centres undefined)
  Coupling enz: 2; Giardia kill: -3

smiles: COC(=O)c1ccc(-c2ccc(C3C4C=CCC(C)C4C(=O)N3Cc3ccccc3)c(F)c2)cc1 (centres undefined)
  Coupling enz: -2; Giardia kill: 18
smiles: CC1CC=CC2C1C(=O)N(Cc1ccccc1)C2c1ccc2ccccc2c1C=Cc1ccccc1 (centres undefined)
  Coupling enz: 0; Giardia kill: -29
smiles: C=C1CCN(C(Cc2ccccc2)C(=O)NC2CCN(Cc3ccccc3)CC2)S(=O)(=O)c2ccccc21 (centres undefined)
  Coupling enz: -2; Giardia kill: 9
smiles: O=C(NCCN1CCOCC1)C1(C(F)(F)F)CC(CCCO)CCCO1 (centres undefined)
  Coupling enz: 2; Giardia kill: -9
smiles: Cc1ccc(SCC(Cc2ccccc2)N2CCN(CC(C)C)CCC2=O)cc1 (centres undefined)
  Coupling enz: -5; Giardia kill: -13
smiles: CCCN1CCC(=O)N(C(CSc2ccc(Br)cc2)Cc2ccccc2)CC1 (centres undefined)
  Coupling enz: 1; Giardia kill: 1
smiles: CCCN1CCC(=O)N(C(CSc2ccc(C)cc2)CC(C)C)CC1 (centres undefined)
  Coupling enz: 0; Giardia kill: 7
smiles: CC(=O)OCON[N+]([O-])=NC(C)C
  Coupling enz: -19; Giardia kill: ?
smiles: CCOC(=O)CN(Cc1cc(OC)cc(N(C)C)c1OC)C(=O)C1CC(CO[Si](C)(C)C(C)(C)C)=CN1C(=O)OC(C)(C)C (centres undefined)
  Coupling enz: -6; Giardia kill: -2
smiles: CC(C)CN1CCC(=O)N(C(CSc2ccc(Br)cc2)Cc2ccccc2)CC1 (centres undefined)
  Coupling enz: 1; Giardia kill: -21
smiles: CN(C)c1ccc(-c2c(C3C4C=CCCC4(C)C(=O)N3Cc3ccccc3)ccc3ccccc23)cc1 (centres undefined)
  Coupling enz: -3; Giardia kill: 15
smiles: CC(C)(C)OC(=O)N1CCCC1C(=O)NC1COC2CC(n3cc(F)c(=O)[nH]c3=O)OC12 (centres undefined)
  Coupling enz: 5; Giardia kill: 3
smiles: CCOC(=O)N1CCN([N+]([O-])=NOc2cc(O/N=[N+](\[O-])N(C)C)c([N+](=O)[O-])cc2[N+](=O)[O-])CC1
  Coupling enz: -1; Giardia kill: ?
smiles: CC(=O)c1ccc(C2CC34CN(Cc5cccc(Cl)c5)S(=O)(=O)C3CC2O4)cc1 (centres undefined)
  Coupling enz: 4; Giardia kill: -23
smiles: CC(=O)Nc1ccn(C2OC(C(COC(C)=O)NC(=O)C3CCCN3C(=O)OC(C)(C)C)C(OC(C)=O)C2OC(C)=O)c(=O)n1 (centres undefined)
  Coupling enz: 2; Giardia kill: 3

smiles: COc1ccc(-c2c(C3C4C=CCC(C)C4C(=O)N3Cc3ccccc3)ccc3ccccc23)cc1 (centres undefined)
  Coupling enz: 1; Giardia kill: -10
smiles: C=C1CCN(C(Cc2ccccc2)C(=O)NCc2ccc(Cl)c(Cl)c2)S(=O)(=O)c2ccccc21 (centres undefined)
  Coupling enz: 1; Giardia kill: 11
smiles: CC(=O)Nc1ccc(SCC(Cc2ccccc2)N2CCN(CC(C)C)CCC2=O)cc1 (centres undefined)
  Coupling enz: 1; Giardia kill: -24
smiles: C=C1CCN(C(CC(C)C)C(=O)NCc2cc(OC)c(OC)c(OC)c2)S(=O)(=O)c2ccccc21 (centres undefined)
  Coupling enz: -4; Giardia kill: -2
smiles: CCCC[C@H]1C2=C3[C@@H](CC(C(=O)OC)=C[C@@H](C(=O)OC)[C@H]3C(C)(C)C2=O)n2c(=O)n(C)c(=O)n21
  Coupling enz: 0; Giardia kill: -4
smiles: CCCC[C@H]1CCCO[C@@](C(=O)NCc2ccc(C)o2)(C(F)(F)F)C1
  Coupling enz: 0; Giardia kill: -12
smiles: Nc1ncnc2c1nc(Br)n2C1CC(O)C(CO)O1 (centres undefined)
  Coupling enz: 0; Giardia kill: 5
smiles: CC(=O)O[C@@H]1[C@@H](O)CN[C@@H]1Cc1ccccc1
  Coupling enz: -1; Giardia kill: -83*
smiles: COc1ccc(CN2CCC(=O)c3ccccc3S2(=O)=O)cc1
  Coupling enz: 0; Giardia kill: -22
smiles: CC(=O)OCC(NC(=O)C(C)NC(=O)OC(C)(C)C)C1OC(n2ccc(=O)[nH]c2=O)C(OC(C)=O)C1OC(C)=O (centres undefined)
  Coupling enz: 2; Giardia kill: -28
smiles: COc1cc(OC)c2c(c1C(CCN1CCCC(C)C1)c1ccc(N(C)C)cc1)OC(=O)CC2c1ccc(N(C)C)cc1 (centres undefined)
  Coupling enz: -3; Giardia kill: 11
smiles: COc1ccc(C2/C=C\CN(S(=O)(=O)c3ccc(C)cc3)C(Cc3ccccc3)C(=O)N2Cc2ccc(F)cc2)cc1 (centres undefined)
  Coupling enz: 3; Giardia kill: -6
smiles: COc1ccc(-c2ccc(OC)c(C3C4C=CCC(C)C4C(=O)N3Cc3ccccc3)c2)cc1OC (centres undefined)
  Coupling enz: -2; Giardia kill: -14
smiles: CCN(CC)CCC(c1ccc(N(C)C)cc1)c1c(OC)cc(OC)c2c(C)cc(=O)oc12 (centres undefined)
  Coupling enz: -2; Giardia kill: 6
smiles: COc1ccc(C2C=C3CNS(=O)(=O)C3CC2OC(=O)c2cccs2)cc1 (centres undefined)
  Coupling enz: -1; Giardia kill: 3

smiles: COc1ccc(C2/C=C\CN(S(=O)(=O)CC34CCC(CC3=O)C4(C)C)CC(=O)N2Cc2ccc(F)cc2)cc1 (centres undefined)
  Coupling enz: 0; Giardia kill: 16
smiles: C[C@H]1C=CC(=O)C[C@H]1c1c(F)cccc1Cl
  Coupling enz: -1; Giardia kill: 14
smiles: COC(=O)C1=C[C@@H](C(=O)OC)C2C3=C(C(=O)[C@@]2(C)NC(=O)c2ccccc2)[C@H](C)n2c(=O)n(-c4ccccc4)c(=O)n2[C@@H]3C1 (some centres undefined)
  Coupling enz: 2; Giardia kill: -13
smiles: O=C(NCc1ccccn1)C1(C(F)(F)F)CC(CCCO)CCCO1 (centres undefined)
  Coupling enz: 2; Giardia kill: -20
smiles: COC(=O)C1=C[C@@H](C(=O)OC)C2C3=C(C(=O)[C@@]2(C)NC(=O)c2ccccc2)[C@H](C)n2c(=O)n(C)c(=O)n2[C@@H]3C1 (some centres undefined)
  Coupling enz: 3; Giardia kill: 7
smiles: CCOC(=O)C1=CN(C(=O)OC(C)(C)C)C(CN2C(=O)COCC2=O)C1 (centres undefined)
  Coupling enz: 3; Giardia kill: 28
smiles: CCCN1CCC(=O)N(C(CSc2ccc(OC)cc2)c2ccccc2)CC1 (centres undefined)
  Coupling enz: -1; Giardia kill: 18
smiles: CC1C(=O)N(S(=O)(=O)c2ccc([N+](=O)[O-])cc2)[C@H]1c1ccc2ccccc2c1 (some centres undefined)
  Coupling enz: 9; Giardia kill: -14
smiles: Cc1ccc2c(c1)C1(C=CC(=O)C=C1)CC(=O)N2C
  Coupling enz: -7; Giardia kill: -8
smiles: Cc1ccc(-c2ccc(C3C4C=CCC(C)C4C(=O)N3Cc3ccccc3)c(F)c2)cc1 (centres undefined)
  Coupling enz: 2; Giardia kill: -20
smiles: O=C1COCCN1
  Coupling enz: 3; Giardia kill: 22
smiles: CCCC/C=C/[C@H](c1ccccc1)[C@H](CO)Cc1ccccc1
  Coupling enz: 0; Giardia kill: -3
smiles: O=C1C[C@@H](c2ccc3ccccc3c2)N1S(=O)(=O)c1ccccc1[N+](=O)[O-]
  Coupling enz: 11; Giardia kill: 1
smiles: COC(=O)C(C(C)C)N1CC(=O)c2ccccc2S1(=O)=O (centres undefined)
  Coupling enz: -1; Giardia kill: -11
smiles: CC1CC=CC2C1C(=O)N(Cc1ccccc1)C2c1ccc(F)c(Br)c1 (centres undefined)
  Coupling enz: 0; Giardia kill: -23

smiles: CNc1ccc(C(=O)Oc2cc(O/N=[N+](\[O-])N(C)C)c([N+](=O)[O-])cc2[N+](=O)[O-])cc1
  Coupling enz: -16; Giardia kill: -10
smiles: COc1ccc(-c2cc(C3C4C=CCCC4(C)C(=O)N3Cc3ccccc3)ccc2F)cc1 (centres undefined)
  Coupling enz: 1; Giardia kill: 7
smiles: COC(=O)C1CC1[C@H](NC(=O)c1cccnc1)c1ccccc1 (some centres undefined)
  Coupling enz: -2; Giardia kill: -13
smiles: CC(=O)Nc1ccc(SCC(CC(C)C)N2CCN(CCc3ccccc3)CCC2=O)cc1 (centres undefined)
  Coupling enz: 1; Giardia kill: 6
smiles: Cc1ccc(SCC(c2ccccc2)N2CCN(CCc3ccccc3)CCC2=O)cc1 (centres undefined)
  Coupling enz: 4; Giardia kill: -9
smiles: CC1CC=CC2C1C(=O)N(Cc1ccccc1)C2c1ccc(Br)cc1F (centres undefined)
  Coupling enz: 0; Giardia kill: -18
smiles: COC(=O)C1=C[C@@H](C(=O)OC)C2C3=C(C(=O)[C@@]2(CC(C)C)NC(=O)c2ccccc2)[C@H](C)n2c(=O)n(C)c(=O)n2[C@@H]3C1 (some centres undefined)
  Coupling enz: -3; Giardia kill: -7
smiles: COc1ccc(SCC(CC(C)C)N2CCN(CCc3ccccc3)CCC2=O)cc1 (centres undefined)
  Coupling enz: 0; Giardia kill: -2
smiles: COc1ccc(-c2ccc(C(C)=O)cc2)cc1C1C2C=CCCC2(C)C(=O)N1Cc1ccccc1 (centres undefined)
  Coupling enz: -1; Giardia kill: 4
smiles: COc1ccc2nc3c(cc2c1)Cn1c-3nc2ccccc2c1=O
  Coupling enz: 0; Giardia kill: ?
smiles: CC/C=C/[C@@H](c1ccccc1)[C@H](C)C(O)CC(=O)SC(C)(C)C (some centres undefined)
  Coupling enz: 1; Giardia kill: 0
smiles: C=CCCN(Cc1ccc(OC)cc1)S(=O)(=O)c1ccccc1Br
  Coupling enz: 2; Giardia kill: -9
smiles: CC(=O)Nc1ccn(C2CC3OCC(NC(=O)C(NC(=O)OC(C)(C)C)C(C)OCc4ccccc4)C3O2)c(=O)n1 (centres undefined)
  Coupling enz: 2; Giardia kill: 5
smiles: O=C(NCc1ccccc1)C1(C(F)(F)F)C/C(=C/Cc2ccccc2)CCCO1 (centres undefined)
  Coupling enz: 2; Giardia kill: -10

Gathered by group: the entries above containing an aryl thioether with sulfur outside any ring
smiles: COc1ccc(SCC(Cc2ccccc2)N2CCN(CCc3ccccc3)CCC2=O)cc1 (centres undefined)
  Coupling enz: 0; Giardia kill: -10
smiles: Cc1ccc(SCC(Cc2ccccc2)N2CCN(CC(C)C)CCC2=O)cc1 (centres undefined)
  Coupling enz: -5; Giardia kill: -13
smiles: CCCN1CCC(=O)N(C(CSc2ccc(Br)cc2)Cc2ccccc2)CC1 (centres undefined)
  Coupling enz: 1; Giardia kill: 1
smiles: CCCN1CCC(=O)N(C(CSc2ccc(C)cc2)CC(C)C)CC1 (centres undefined)
  Coupling enz: 0; Giardia kill: 7
smiles: CC(C)CN1CCC(=O)N(C(CSc2ccc(Br)cc2)Cc2ccccc2)CC1 (centres undefined)
  Coupling enz: 1; Giardia kill: -21
smiles: CC(=O)Nc1ccc(SCC(Cc2ccccc2)N2CCN(CC(C)C)CCC2=O)cc1 (centres undefined)
  Coupling enz: 1; Giardia kill: -24
smiles: CCCN1CCC(=O)N(C(CSc2ccc(OC)cc2)c2ccccc2)CC1 (centres undefined)
  Coupling enz: -1; Giardia kill: 18
smiles: CC(=O)Nc1ccc(SCC(CC(C)C)N2CCN(CCc3ccccc3)CCC2=O)cc1 (centres undefined)
  Coupling enz: 1; Giardia kill: 6
smiles: Cc1ccc(SCC(c2ccccc2)N2CCN(CCc3ccccc3)CCC2=O)cc1 (centres undefined)
  Coupling enz: 4; Giardia kill: -9
smiles: COc1ccc(SCC(CC(C)C)N2CCN(CCc3ccccc3)CCC2=O)cc1 (centres undefined)
  Coupling enz: 0; Giardia kill: -2

From PubChem BioAssay
